Bim-Bcl-2 – inhibitors of Bim-Bcl-2 interaction, human. inhibition, % at 10 µM. 0.06% of 190,000 active. Bead-based flow cytometry, Bim peptide-Bcl-2 binding. P10415; in the data active means inhibition above about 40%; inconclusive means no clear call, values can overlap the other calls;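 further: 0% = no compound wells with probe peptide and 100% = reference peptide inhibitor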
Rac1 act GTP bind – alters GTP binding to activated mutant human Rac1; GST-Rac1 activated beads, fluorescent GTP binding, flow cytometry; actives lie on both sides; 100% means binding = to untreated wells; percent activity (GTP binding), % at 10 µM; 0.11% of 190,000 active;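 active means GTP binding at least 20 percentage points away from the 100% baseline, in either direction, so actives lie on both sides; inconclusive means Compound likely fluorescent itself, or too few beads counted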
Bim-Bcl-B – inhibitors of Bim-Bcl-B interaction, human. Q9HD36. bead-based flow cytometry, Bim peptide-Bcl-B binding. inhibition, % at 10 µM. 0.073% of 190,000 active. AID 951;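 further: 0% = tracer peptide without compound and 100% = reference inhibitor peptide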
Target sequence (Q9HD36 whole entry, looked up): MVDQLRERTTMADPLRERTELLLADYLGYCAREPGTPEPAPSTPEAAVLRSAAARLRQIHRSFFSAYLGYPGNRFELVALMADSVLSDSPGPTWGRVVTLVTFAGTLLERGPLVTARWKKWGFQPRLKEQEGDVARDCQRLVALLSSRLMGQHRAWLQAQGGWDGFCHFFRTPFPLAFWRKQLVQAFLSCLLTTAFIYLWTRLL
Bim-Bfl-1 – inhibitors of Bim-Bfl-1 interaction, human. inhibition, % at 10 µM. Bead-based flow cytometry, Bim-Bfl-1 binding inhibition. Q16548. 0.12% of 190,000 active;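 further: 0% = wells without compound plus tracer and 100% = blocker peptide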
Bim-Bcl-XL – human Bim-Bcl-XL interaction inhibition | Q07817 | Bim peptide-Bcl-XL binding, bead flow cytometry, fluorescence | inhibition, % at 10 µM | 0.04% of 190,000 active | AID 1007
Target sequence (Q07817 whole entry, looked up): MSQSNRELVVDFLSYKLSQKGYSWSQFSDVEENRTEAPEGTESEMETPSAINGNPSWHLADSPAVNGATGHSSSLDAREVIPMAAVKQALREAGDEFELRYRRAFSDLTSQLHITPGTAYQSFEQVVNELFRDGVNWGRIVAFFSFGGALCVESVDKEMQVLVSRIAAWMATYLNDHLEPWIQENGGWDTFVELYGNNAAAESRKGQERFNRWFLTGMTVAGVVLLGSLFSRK
Rab7 wt modul – alters GTP binding to wildtype dog Rab7; GST-Rab7 beads, fluorescent GTP binding, flow cytometry; actives lie on both sides; untreated = 100%, excess cold GTP = 0%; GTP binding activity (percent of control), % at 10 µM; 0.055% of 190,000 active; AID 758;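 active means fluorescent GTP binding to Rab7 beads changed by at least 20 points from the 100% baseline, either direction, mostly lower; inconclusive means compound itself probably fluorescent, or too few beads counted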;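 further: median green fluorescence of bound Bodipy-FL-GTP per Rab7 bead population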
Rac1 wt GTP bind – human Rac1 wildtype GTP binding, inhibitors and activators. 0.27% of 190,000 active. P63000. GTP binding activity (% of control), % at 10 µM. GST-Rac1 beads, fluorescent GTP binding, flow cytometry; actives lie on both sides; 0 = cold GTP competed, 100 = untreated;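 active means GTP binding activity at least 20 points away from the 100% control level, either lower or higher; inconclusive means compound flagged as likely green fluorescent, judged across all proteins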
HRas wt GTP bind – changes GTP binding to wildtype human HRas | GTP binding activity, % at 10 µM | 0.14% of 190,000 active | GST-Ras wt beads, Bodipy-FL-GTP binding, flow cytometry; actives lie on both sides | P01112;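 active means GTP binding activity at least 20% away from the 100% baseline, either lowered as inhibitor or raised as activator; inconclusive means flagged as likely green fluorescent, judged across all proteins in the well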;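 further: 0% = unlabeled GTP competition control and 100% = no-compound control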
Target sequence (P01112 whole entry, looked up): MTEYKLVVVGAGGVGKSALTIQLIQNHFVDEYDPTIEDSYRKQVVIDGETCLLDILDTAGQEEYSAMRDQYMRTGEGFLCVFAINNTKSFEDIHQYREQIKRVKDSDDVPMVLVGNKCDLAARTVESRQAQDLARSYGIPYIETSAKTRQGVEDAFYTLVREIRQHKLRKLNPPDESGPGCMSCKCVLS
Cdc42 wt GTP – changes GTP binding to wildtype human Cdc42; P60953; GST-Cdc42 beads, Bodipy-GTP binding, flow cytometry; actives lie on both sides; percent activity (GTP binding), % at 10 µM; 0.2% of 190,000 active;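 active means percent activity GTP binding at least 20 points away from the 100% baseline, either down as inhibitor or up as activator; inconclusive means compound flagged as likely green fluorescent from well-wide comparison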;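 further: median bead fluorescence of bound Bodipy-FL-GTP at 100 nM; 0% = excess unlabeled GTP control and 100% = no compound control; below 100% means less GTP binding so inhibitor and above means activator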
Target sequence (P60953 whole entry, looked up): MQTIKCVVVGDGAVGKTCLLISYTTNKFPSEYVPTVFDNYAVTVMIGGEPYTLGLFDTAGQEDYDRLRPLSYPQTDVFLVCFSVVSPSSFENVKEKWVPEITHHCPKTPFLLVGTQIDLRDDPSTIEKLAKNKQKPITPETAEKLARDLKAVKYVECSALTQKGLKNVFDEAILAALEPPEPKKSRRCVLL
Rab2 wt GTP – changes GTP binding to wildtype dog Rab2A, up or down; AID 760; 0.19% of 190,000 active; P61105; GTP binding activity, % at 10 µM; GST-Rab2 wt beads, Bodipy-GTP binding, flow cytometry;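 active means GTP binding activity at least 20 points away from 100%, either lowered or raised; inconclusive means signal likely due to the compound's own green fluorescence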;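 further: 0% = beads with excess unlabeled GTP and 100% = no-compound control corrected for plate trend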
Bim-Bcl-W – disrupts Bim peptide binding to human Bcl-W; Q92843; bead-based flow cytometry; inhibition, % at 10 µM; 0.02% of 190,000 active; AID 952;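 further: 0% = bound tracer without compound and 100% = peptide blocker; higher means less fluorescent Bim peptide bound to Bcl-W beads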
Target sequence (Q92843 whole entry, looked up): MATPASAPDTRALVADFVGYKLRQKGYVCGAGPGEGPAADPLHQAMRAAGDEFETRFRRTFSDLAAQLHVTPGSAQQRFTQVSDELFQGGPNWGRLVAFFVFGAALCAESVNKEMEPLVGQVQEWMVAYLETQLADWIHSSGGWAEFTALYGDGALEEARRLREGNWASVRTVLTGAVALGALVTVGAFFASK
Numbers without * were called inactive; ? = inconclusive. Unless noted, no stated cut-off is given here; in the data, active means inhibition above about 40%. An unsorted share of the library. About 0.62% of those tested had a hit in this group.

SMILES	Bim-Bcl-2	Rac1 act GTP bind	Bim-Bcl-B	Bim-Bfl-1	Bim-Bcl-XL	Rab7 wt modul	Rac1 wt GTP bind	HRas wt GTP bind	Cdc42 wt GTP	Rab2 wt GTP	Bim-Bcl-W
N=C1S/C(=C\c2ccco2)C(=O)N1c1ccc2c(c1)OCO2	2	?	-1	3	2	?	?	?	?	?	2
COc1ccccc1N1CCN(C(c2cccs2)c2nnnn2C2CCCC2)CC1 (stereo not given)	-1	95	-5	-10	0	102	98	102	98	100	5
CC(=O)Cn1ncc(Br)c(Br)c1=O	-3	97	-7	-3	-3	106	98	100	98	102	0
Oc1c(C=C2N=c3ccccc3=N2)sc(=S)n1-c1ccccc1	3	101	-8	3	2	99	102	100	100	97	1
CC1=C(C(=O)NCc2ccccn2)C2(CCC(C)CC2)OC1=O (stereo not given)	5	96	3	0	3	99	96	98	96	98	1
COc1ccc(OC)c(NC(=O)C2CCN(S(C)(=O)=O)CC2)c1	-9	100	-10	-17	-8	95	101	99	105	102	-1
CC(C)=CC(=O)OCC(=O)Nc1ccc(Cl)cn1	-4	98	-4	-9	6	97	102	98	96	97	3
Cc1ccc(S(=O)c2ccc(C)cc2)cc1	-2	102	-3	-4	2	101	106	103	105	102	0
Cc1ccc(C(=S)N2CCN(Cc3ccccc3)CC2)s1	-1	?	-37	7	-19	?	?	?	?	?	-6
CC(=O)Nc1ccc(CN2CCCC(C(=O)c3cccc(C(F)(F)F)c3)C2)cc1 (stereo not given)	-5	95	-3	-8	-5	102	96	96	96	98	-4
COc1ccc(S(=O)(=O)N2CCOCC2)cc1NC(=O)c1cc2c(s1)CCCC2	-8	100	-6	-3	-8	99	103	99	101	100	-2
Cc1cccc(NC(=O)CN2C(=O)S/C(=C\c3ccc(O)c([N+](=O)[O-])c3)C2=O)c1	0	95	-1	-4	-2	99	97	97	93	94	-1
COc1cccc(NC(=S)NCc2cccs2)c1	-2	104	-7	-1	-4	101	108	105	100	101	-4
CC(NS(C)(=O)=O)C(c1cccs1)N1CCN(c2ccccc2F)CC1 (stereo not given)	-8	100	-15	-8	-10	101	106	100	103	101	-9
CCC(C)c1c(O)nc(SCC(=O)Nc2ccccc2)[nH]c1=O (stereo not given)	-3	98	-5	-8	-3	98	103	97	99	97	0
Cc1c(C(=O)NCCCn2ccnc2)oc2ccccc12	-3	96	-6	-7	-4	101	97	95	98	97	-2
CC(C)CCN1CC(O)=C(c2nc3ccccc3[nH]2)C1=N	-4	93	-3	-1	-3	91	93	93	95	93	-1
O=C1CC(=O)C(n2cncn2)C(c2ccc(Cl)cc2)C1 (stereo not given)	-12	92	-6	-13	-13	94	96	95	96	93	0
O=c1c(Cc2c(F)cccc2Cl)c(O)ccn1Cc1ccc(F)cc1	-1	97	0	-5	-2	106	99	99	100	100	-2
CS(=O)(=O)Nc1ccc(C2=NN(C(=O)c3ccco3)C(c3cccc(F)c3)C2)cc1 (stereo not given)	-1	95	0	-2	2	94	92	96	94	89	4
COc1cc(CNCCO)cc(Br)c1OCc1ccccc1Cl	-2	95	1	-2	-2	101	98	99	97	99	-1
CCCC[C@@H]1C[C@H]1[C@@H](NC(=O)c1ccco1)c1ccc(Cl)cc1	-1	98	-2	-2	-6	98	103	99	96	98	-3
COC(=O)Cn1cnc2sc(C)c(S(=O)(=O)N3CCC(C)CC3)c2c1=O	-6	101	-6	-9	-3	102	102	99	100	100	0
COCCn1c(SCC(=O)Nc2cc(C)on2)nnc1-c1c[nH]c2ccccc12	-4	100	-5	-9	-4	101	102	103	104	101	-2
COc1ccccc1N(C)S(=O)(=O)c1ccc(C(=O)Nc2nc(C)cs2)cc1	2	95	0	0	-2	96	95	96	96	95	1
O=c1c2ccsc2ncn1Cc1ccccc1F	0	100	0	0	2	95	98	101	101	100	0
COc1ccc(C2=CSC3=NNC4(CCCCC4)NN23)cc1	-7	95	-9	1	-18	100	99	94	93	92	-14
COc1ccc(OC)c(-n2c(-c3ccc(C)cc3)n[nH]c2=S)c1	0	102	-26	22	0	98	103	103	107	103	4
S=C(Nc1ccccc1)Nc1ccc(OCc2ccccc2)cc1	0	100	-1	-5	0	100	103	98	99	100	3
CCS(=O)(=O)NCCNc1ccc([N+](=O)[O-])cc1	1	99	0	-3	0	102	102	101	100	100	0
O=C(CN1CCN(Cc2ccccc2)CC1)N1CCCc2c1c(=O)oc1ccc(O)cc21	-7	97	-4	-13	-1	100	100	99	99	98	3
Cc1ccc(Cn2nc(C)c3cc(C(=O)OCC(N)=O)sc32)cc1	-3	96	-7	-3	-1	97	99	96	97	96	-1
CC1=C(C(=O)OC(C)C)C(c2cccs2)N2C(=O)C(C)SC2=N1 (stereo not given)	-2	96	4	0	0	92	97	96	98	94	0
N#Cc1c(N)n[nH]c1CCCN	-1	97	-2	-12	2	96	95	100	101	97	1
O=C(NCC1(c2ccccc2)CCCC1)c1ccc(Br)o1	-9	98	-9	-5	-2	94	102	98	99	94	-2
CCc1nc2sc3ccccc3c(=O)c2c(=O)n1CCOC	-6	92	-10	-5	-15	94	95	98	93	96	-3
O=C(NCCN1CCOCC1)c1cc(-c2ccc(Br)cc2)on1	-7	98	-6	-16	-3	99	102	98	100	98	0
CCOc1ccc(NC(=S)NCc2nc3ccccc3[nH]2)cc1	0	95	-6	-4	-4	106	101	101	97	99	0
O=S(=O)(c1ccccc1F)N1CCN(c2nc3ccccc3s2)CC1	0	100	-6	-4	-1	98	100	99	102	101	0
Cc1cc(C)c(NC(=O)Cc2ccc(-n3cccc3)cc2)c(C)c1	0	103	-1	0	0	103	104	104	107	100	-3
CC(=O)Nc1cccc(NC(=O)CSc2ccc3nnc(CCNC(=O)c4ccccc4)n3n2)c1	0	97	-10	-3	-2	94	100	98	98	96	0
CCOC(=O)c1ccccc1NC(=O)c1cn(-c2ccc(C)c(C)c2)c(=O)c2ccccc12	-7	101	-9	-2	-6	96	103	99	99	98	-3
Cc1cc(NS(=O)(=O)c2ccc(NC(=O)C(C)Oc3ccc4c(C)cc(=O)oc4c3)cc2)no1 (stereo not given)	-1	96	-1	2	-7	100	100	100	102	100	-4
O=C(NCc1cccs1)C1CCCN1C(=O)Nc1cccc(F)c1 (stereo not given)	-6	98	-3	-3	1	109	100	99	98	107	0
O=C(c1ccco1)N(c1ccccn1)c1ccccn1	-11	101	-9	-19	-5	97	107	100	104	100	-3
CN(C)S(=O)(=O)N1CCN(S(=O)(=O)N2CCOCC2)CC1	0	97	0	-5	-2	98	101	99	98	98	0
C/C(=C\c1ccco1)C1Nc2cccc3cccc(c23)N1	13	99	0	45*	4	101	108	102	103	101	36
COC(=O)C1=C(C)NC2=C(C(=O)CCC2)C1c1ccsc1 (stereo not given)	-4	98	-4	-1	0	102	100	100	99	97	-3
O=C(NCCCNC(=O)c1ccccn1)c1ccccn1	-7	95	-6	-12	-10	97	97	98	98	96	-1
Cc1nc(NC(C)C)c2cnn(CCc3ccccc3)c2n1	-10	96	-10	-19	-6	98	99	98	100	97	-5
O=C(c1cccnc1)n1nc(-c2ccco2)nc1NCc1cccs1	0	94	1	3	4	89	100	97	97	94	-3
COc1cc(NC(=O)c2ccc(CNc3c(N4CCOCC4)c(=O)c3=O)cc2)cc(OC)c1	-2	98	-6	-8	-2	98	104	98	98	97	0
Cc1ccc(NC(=O)CSC2=Nc3ccccc3C3CC=NN23)c(C)c1 (stereo not given)	7	98	5	2	6	96	99	98	99	100	3
CC(C)c1ccc(CNc2ccc(N3CCOCC3)cc2)cc1	-5	91	-12	0	4	87	91	93	92	91	-1
Cn1ncc(N=Cc2ccccc2)c1C(=O)Nc1cccc(Cl)c1	-8	94	-6	-8	0	97	95	96	92	93	0
CC(=O)C1=C(C)NC(=O)NC1c1ccc(OC2CCCC2)cc1 (stereo not given)	-6	95	-6	-7	-10	100	107	101	101	99	2
COC(=O)Cc1ccc(O)c(N)c1	2	94	-6	1	-4	95	97	97	94	96	2
COc1ccc(-c2nc(C(N)=O)c3[nH]c(=O)n(-c4cccc(Cl)c4)c3n2)cc1OC	3	96	3	1	-3	98	106	99	103	99	0
CCCC(=O)Nc1cc(-c2nn(C)c(=O)c3ccccc23)ccc1N1CCOCC1	-6	99	-5	-10	-9	100	101	101	101	102	0
COc1ccc2[nH]c3c(=O)n(CCCCC(=O)N4CCCC4)c(=S)[nH]c3c2c1	4	96	-19	20	3	101	102	98	98	96	9

The listing continues:
SMILES	Bim-Bcl-2	Rac1 act GTP bind	Bim-Bcl-B	Bim-Bfl-1	Bim-Bcl-XL	Rab7 wt modul	Rac1 wt GTP bind	HRas wt GTP bind	Cdc42 wt GTP	Rab2 wt GTP	Bim-Bcl-W
CC(C)(C)C1CCC(=NNC(=O)CN(c2ccccc2)S(C)(=O)=O)CC1 (stereo not given)	-3	100	-5	-3	-5	104	105	101	103	100	-3
Cn1cccc1C(=O)C(=O)Nc1cccc(Cl)c1Cl	-1	96	-8	-11	0	97	98	98	97	95	3
CCOC(=O)Cc1csc(NC(=O)c2ccc(C)o2)n1	0	101	-2	-3	-3	105	106	104	107	104	0
COc1ccc(-n2c3c(c(=O)[nH]c2=O)C(NC(C)=O)(C(F)(F)F)C(=O)N3)cc1 (stereo not given)	0	95	-1	-6	-1	102	96	99	95	96	-1
Cc1ccc(-c2csc(N(CCc3ccccc3)C(=O)COc3ccccc3)n2)cc1	-4	98	-4	-1	-1	101	104	101	101	101	-2
CC1CCCN(c2nc(NCc3ccco3)nc(N)c2[N+](=O)[O-])C1 (stereo not given)	-3	98	-11	-4	-14	101	102	99	101	97	-12
COc1ccccc1CO/N=C/NC(=O)c1c(OC)ccnc1Oc1ccc(F)cc1	0	100	0	-1	3	103	103	103	103	103	0

A stretch from further up, for reference:
SMILES	Bim-Bcl-2	Rac1 act GTP bind	Bim-Bcl-B	Bim-Bfl-1	Bim-Bcl-XL	Rab7 wt modul	Rac1 wt GTP bind	HRas wt GTP bind	Cdc42 wt GTP	Rab2 wt GTP	Bim-Bcl-W
Cn1cccc1C(=O)C(=O)Nc1cccc(Cl)c1Cl	-1	96	-8	-11	0	97	98	98	97	95	3
CCOC(=O)Cc1csc(NC(=O)c2ccc(C)o2)n1	0	101	-2	-3	-3	105	106	104	107	104	0
COc1ccc(-n2c3c(c(=O)[nH]c2=O)C(NC(C)=O)(C(F)(F)F)C(=O)N3)cc1 (stereo not given)	0	95	-1	-6	-1	102	96	99	95	96	-1
Cc1ccc(-c2csc(N(CCc3ccccc3)C(=O)COc3ccccc3)n2)cc1	-4	98	-4	-1	-1	101	104	101	101	101	-2
CC1CCCN(c2nc(NCc3ccco3)nc(N)c2[N+](=O)[O-])C1 (stereo not given)	-3	98	-11	-4	-14	101	102	99	101	97	-12
COc1ccccc1CO/N=C/NC(=O)c1c(OC)ccnc1Oc1ccc(F)cc1	0	100	0	-1	3	103	103	103	103	103	0

Screening results deposited in PubChem by NMMLSC.
